Compound activity from PubChem.
tim23-1 inh – growth inhibitors of tim23-1 mutant yeast; S. cerevisiae tim23-1 growth, BacTiter-Glo luminescence, 24 h; inhibition, % at 20 µM; 1.3% of 330,000 active;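 active means growth inhibition of the mutant yeast at or above 50%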;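 further: temperature-sensitive mutant grown at 25 °C; plate controls were DMSO-treated mutant yeast for no effect and medium wells lacking yeast for full effect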
APJ agonist – agonists of human APJ apelin receptor; CHO-K1 APJ PathHunter beta-arrestin, luminescence; 0% DMSO wells, 100% apelin; activation, % at 20 µM; 0.11% of 330,000 active;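 active means activation more than six SD over the plate average, tested at 20 µM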;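 further: 0% = DMSO alone and 100% = apelin-13 at 10 nM; some results filed as inactive read as strong as hits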
Target sequence (P35414 whole entry, looked up): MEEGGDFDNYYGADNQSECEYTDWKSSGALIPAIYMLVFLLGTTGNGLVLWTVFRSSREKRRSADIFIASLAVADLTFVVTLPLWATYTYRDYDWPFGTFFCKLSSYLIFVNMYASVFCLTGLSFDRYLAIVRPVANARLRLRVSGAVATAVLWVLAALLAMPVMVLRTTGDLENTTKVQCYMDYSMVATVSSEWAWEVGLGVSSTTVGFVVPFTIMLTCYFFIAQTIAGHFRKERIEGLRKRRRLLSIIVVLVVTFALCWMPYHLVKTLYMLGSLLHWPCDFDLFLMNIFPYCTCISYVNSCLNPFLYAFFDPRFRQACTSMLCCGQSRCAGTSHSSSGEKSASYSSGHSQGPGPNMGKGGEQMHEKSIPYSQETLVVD
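Material: CHO-K1 APJ beta-arrestin complementation cell line; Input: cell density 1000 per well; Incubation: compound stimulation 90 min at 25 °C, detection 60 min; Signal: luminescence from split beta-galactosidase complementation, Galacton Star/Emerald II substrate; Controls: DMSO-only wells as negative, 10 nM Apelin-13 as positive control.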
APJ antag – blocks the human apelin receptor APJ | CHO-K1 APJ beta-arrestin complementation, luminescence | inhibition, % at 20 µM | 0.32% of 330,000 active | AID 2521;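 active means inhibition above about 40% at 20 µM, limit read from the data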;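 further: cells challenged with 10 nM apelin-13 agonist together with compound; plate controls were apelin-13 plus DMSO wells for no effect and DMSO wells lacking apelin-13 for full effect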
XBP1 UPR activ – adaptive UPR (XBP1) activation; CHO-XBP1 luciferase reporter, IRE1-XBP1 UPR activation, luminescence; percent of tunicamycin response, DMSO as zero; activation, % at 20 µM; 0.33% of 330,000 active;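 active means versus positive control, 20 µM dose yields 30% or more activation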;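 further: 100% = tunicamycin at 10 µg/mL and 0% = DMSO only wells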
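Assay system: IRE1-XBP1 luciferase reporter CHO line. Input: 1000 cells/well. Buffer or medium: F12 with 10% serum. Doses: 20 µM, 1% DMSO. Times: overnight seeding at 37 °C, 6 h compound treatment at 37 °C. Technique: Steady-Glo luciferase glow luminescence, 10 min after reagent addition.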
Jurkat NFkB inh – inhibitors of the PMA/ionomycin-induced NF-kB reporter in Jurkat cells; PMA/ionomycin-induced NF-kB luciferase reporter, luminescence; inhibition, % at 4 µM; 0.53% of 330,000 active; AID 435003; in the data active means inhibition above about 50%
Mdm2 MdmX PPI – disrupts the human Mdm2-MdmX interaction. SaOS-2 split-luciferase Mdm2/MdmX complementation, luminescence. inhibition, % at 8 µM. 3% of 330,000 active. AID 485346;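 active means inhibition of at least 50% at 8 µM in the primary screen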
697 NFkB inh – lowers PMA/ionomycin-induced NF-kB signal in 697 B cells; inhibition, % at 4 µM; AID 435022; 0.33% of 330,000 active; 697 B-cell NF-kB luciferase reporter, 16 h; in the data active means inhibition above about 35%
CHOP UPR activ – activators of apoptotic arm of unfolded protein response (CHOP) | CHO-CHOP luciferase reporter, UPR activation, luminescence; percent of tunicamycin response over DMSO baseline | activation, % at 10 µM | 0.34% of 330,000 active | AID 449763;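 active means at 10 µM dose, activation of 40% or more, normalized to positive control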;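 further: 100% = tunicamycin at 10 µg/mL and 0% = DMSO alone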
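Assay system: CHO-CHOP cells, stable luciferase reporter of PERK-eIF2a-CHOP signalling / Buffer or medium: F12 plus 10% serum / Compound dosing: one dose, 10 µM in 0.5% DMSO / Times: 6 h compound treatment, 37 °C / Technique: luciferase luminescence / Read-out: % reporter activation, DMSO baseline versus tunicamycin full activation / Benchmarks: tunicamycin and DMSO controls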
The depositor's hits bear a star.

SMILES	tim23-1 inh	APJ agonist	APJ antag	XBP1 UPR activ	Jurkat NFkB inh	Mdm2 MdmX PPI	697 NFkB inh	CHOP UPR activ
O=C(Nc1cc(NC(=O)c2ccccc2F)ccc1Cl)c1ccccc1	-4	-3	0	6	8	17	-15	4.6
Fc1cccc(Nc2nc(N3CCOCC3)nc(N3CCOCC3)n2)c1	20	3	5	-2	-22	27	-18	-0.8
CCN(C(=O)COC(=O)c1c(C)nn(-c2ccccc2)c1Cl)c1c(N)n(Cc2ccccc2)c(=O)[nH]c1=O	2	0	-16	-2	3	5	-14	-1.2
CC(OC(=O)c1ccc(NC(N)=O)cc1)C(=O)Nc1ccc2c(c1)OCCO2 (configuration not stated)	-2	-1	13	-4	6	17	7	-2.3
O=C(NCC1CCCO1)c1ccc(Cn2c(=S)[nH]c3ccccc3c2=O)cc1 (configuration not stated)	19	-1	15	-1	-6	17	23	-0.3
COCCn1c(N)c(N(Cc2ccccc2)C(=O)c2cc(=O)[nH]c3ccccc23)c(=O)[nH]c1=O	-7	-4	0	1	1	-1	3	0.7
Cc1nc2cc(C(=O)OCC(=O)Nc3cccc(Cl)c3)ccc2n1-c1ccccc1	53*	-2	-38	-3	-2	-5	-11	0.1
Cc1ccc(C(=O)NCc2ccc3c(c2)OCO3)o1	-13	-1	1	-1	-14	14	-13	1.7
CC1(C)C(=O)OC(c2cc(Br)ccc2O)C(C)(C)C1=O (configuration not stated)	18	-5	12	-3	0	-13	-4	-1.0
O=C(NCc1ccco1)c1nc(-c2ccccc2)n(-c2ccccc2)n1	27	3	1	0	9	16	-11	1.6

The final 7 records of the part before come first, to join the parts:
SMILES	tim23-1 inh	APJ agonist	APJ antag	XBP1 UPR activ	Jurkat NFkB inh	Mdm2 MdmX PPI	697 NFkB inh	CHOP UPR activ
CC(OC(=O)c1ccc(NC(N)=O)cc1)C(=O)Nc1ccc2c(c1)OCCO2 (configuration not stated)	-2	-1	13	-4	6	17	7	-2.3
O=C(NCC1CCCO1)c1ccc(Cn2c(=S)[nH]c3ccccc3c2=O)cc1 (configuration not stated)	19	-1	15	-1	-6	17	23	-0.3
COCCn1c(N)c(N(Cc2ccccc2)C(=O)c2cc(=O)[nH]c3ccccc23)c(=O)[nH]c1=O	-7	-4	0	1	1	-1	3	0.7
Cc1nc2cc(C(=O)OCC(=O)Nc3cccc(Cl)c3)ccc2n1-c1ccccc1	53*	-2	-38	-3	-2	-5	-11	0.1
Cc1ccc(C(=O)NCc2ccc3c(c2)OCO3)o1	-13	-1	1	-1	-14	14	-13	1.7
CC1(C)C(=O)OC(c2cc(Br)ccc2O)C(C)(C)C1=O (configuration not stated)	18	-5	12	-3	0	-13	-4	-1.0
O=C(NCc1ccco1)c1nc(-c2ccccc2)n(-c2ccccc2)n1	27	3	1	0	9	16	-11	1.6
CC(=O)Nc1ccc(NC(=O)C(C)OC(=O)c2ccc3ccccc3n2)cc1 (configuration not stated)	11	-3	8	0	12	11	13	2.3
CCCCCC/C=C/c1ccc([C@H]2[C@H]3C=CC[C@@H](C)[C@@H]3C(=O)N2Cc2ccccc2)c(F)c1	-15	-8	7	-1	9	9	14	-1.7
S=C(NCCNCc1ccccc1)NC1CCCCC1	10	-1	17	2	-2	51*	-3	1.9
C#CCOCCOCCOCCNc1nc(N2CCN(C(=O)[C@H]([C@@H](C)O)n3cc(CCCCN)nn3)CC2)nc(N2CCN(C(=O)[C@H]([C@@H](C)CC)n3cc(CCCCN)nn3)CC2)n1	-6	6	-50	-1	-19	-30	-13	0.8
NC(=O)CC(NC(=O)Cc1cccc2ccccc12)c1ccc(NC2CCCCCC2)c([N+](=O)[O-])c1 (configuration not stated)	17	-7	37	0	3	20	0	-0.9
COc1ccccc1N1CCN(c2cnccn2)CC1	9	-3	9	-5	-3	9	5	0.1
O=[N+]([O-])c1ccc(N/N=C/c2ccccc2O)cc1	28	-2	9	3	61*	-30	-33	14
O=C(CN1CCN(Cc2ccccc2)CC1)Nc1ccc(F)c(F)c1	6	0	14	-3	15	-20	9	0.7
COc1ccc(S(=O)(=O)Nc2c(O)ccc3ccccc23)cc1OC	24	6	-19	5	-16	41	-55	2.5
CCN(CC)S(=O)(=O)c1ccc(Oc2ccccc2OC)cc1	16	-5	22	1	-1	8	-4	0.9
OCCNc1nc(Cl)nc(NCc2ccco2)n1	4	-3	0	-2	-8	2	19	0.0
COc1cc2cc(CN(CCN3CCCC3)C(=O)Nc3ccc(F)cc3)c(=O)[nH]c2cc1OC	11	9	-3	-4	-5	-6	-1	-0.3
Cc1cccc(N/N=C/c2ccc(O)c(O)c2O)c1	10	-2	-62	-1	10	-1	-11	0.1
O=C1CSC(c2cccc(F)c2)N1c1ccc(O)cc1 (configuration not stated)	-7	-3	15	-1	14	-8	0	-1.2
Cn1c(C(=O)NCCc2c[nH]c3ccccc23)cc2sccc21	57*	-1	-1	-2	-35	-66	-73	4.0
CC(C)c1ccc(C(C(=O)NC2CCCC2)N(C(=O)c2csnn2)C2CC2)cc1 (configuration not stated)	13	-2	11	-6	14	-16	9	-1.3
COc1cccc(NC(=O)c2ccc(CN3CCOCC3)cc2)c1	11	0	13	-2	-63	-54	-40	2.9
O=C(NC(=S)Nc1ccc(-c2nc3ncccc3o2)cc1)c1ccccc1F	-2	-2	1	-2	-58	-12	-65	0.8
Brc1cc2ccccc2[n+](Cc2ccccc2)c1	32	15	-3	-1	37	31	10	-0.1
CC(=O)N(C(C)=O)n1c(/C=C/c2cccc([N+](=O)[O-])c2)nc2ccccc2c1=O	39	4	5	0	-11	4	16	-1.7
CC(=O)C(Cc1ccccc1)NC(=O)COC(=O)c1ccc(-n2cnnn2)cc1 (configuration not stated)	3	-6	1	-2	4	21	-4	0.7
O=C1C[C@@H]2c3c(cccc3CN1Cc1ccc(F)cc1)C[C@@H](O)[C@H]2O	6	-3	7	-2	13	5	-1	0.3
O=C(C1CCN(S(=O)(=O)c2cc(Cl)ccc2Cl)CC1)N1CCOCC1	-1	4	2	-6	-15	15	7	-0.1
O=C(NCC(c1cccnc1)N1CCN(c2ccccc2F)CC1)c1cccc(Cl)c1 (configuration not stated)	-19	-3	6	0	8	26	-18	0.5
COc1cc(C(=O)Oc2ccccc2/C=N/NC(=O)c2ccc(C)c(Cl)c2)cc(OC)c1OC	-11	-1	18	1	28	58*	-34	2.5
COc1ccc(OCCNC(=O)c2cc(C3CC3)nc3c2cnn3C(C)C)cc1	29	-2	2	0	-14	18	-3	-1.5
Cc1ccc(S(=O)(=O)NC(Cc2ccccc2)C(=O)O)cc1C (configuration not stated)	-2	-4	16	-2	10	-4	-2	0.4
COc1cccc(-c2nc(CS(=O)(=O)CC(=O)N3CCCCC3)c(C)o2)c1	11	-5	6	-2	11	-3	-10	20
O=C(CN1CCN(C/C=C/c2ccccc2)CC1)Nc1cc([N+](=O)[O-])ccc1Cl	10	-3	-5	-4	2	4	25	-0.1
COc1ccc(CNC(=O)CSc2nnc3c(n2)[nH]c2ccccc23)cc1	6	-2	-12	-3	3	3	13	-1.2
O=S(=O)(NC1CCCC1)c1cccc(-c2nnc(-c3ccccc3)o2)c1	9	-4	10	-3	-7	9	2	1.1
CCCCC(=O)Nc1nn(CC(C)C)c2nc3ccccc3cc12	10	-4	8	-3	6	29	24	-0.7
Clc1nc2sccn2c1/C=N/n1cnc2ccccc21	21	0	7	6	-32	25	-30	0.8
O=C(CSc1nnc(-c2ccncc2)n1CCc1ccccc1)NCc1ccccc1	-7	-5	5	2	-6	30	14	1.4
CC(C(=O)N1c2ccccc2Sc2ccccc21)n1nnc(-c2cccs2)n1 (configuration not stated)	36	1	7	0	9	1	5	-0.4
CC(=O)N1CCc2cc(S(=O)(=O)CCC(=O)N3CCc4ccccc4C3)ccc21	17	1	-8	-1	-1	12	-29	-0.8
Cc1ccc(NC(=O)CN(C)C(=O)C(Sc2ccccc2)c2ccccc2)cc1 (configuration not stated)	41	-1	-5	-3	-9	-9	6	-0.3
O=C1NC(=O)/C(=C\c2ccccc2Oc2ccc(F)c(F)c2)S1	28	2	-10	-4	-15	15	-1	0.3
C/C(=N\NC(=O)CNc1ccccc1)c1ccccc1	7	0	0	1	-8	19	-6	-0.6
CC(NCc1ccccc1OC1CCCC1)c1ccccc1 (configuration not stated)	5	-2	21	-1	14	32	-2	0.8

Just tim23-1 inh and 697 NFkB inh, for three of the compounds above:
| SMILES | tim23-1 inh | 697 NFkB inh |
| --- | --- | --- |
| COc1cc2cc(CN(CCN3CCCC3)C(=O)Nc3ccc(F)cc3)c(=O)[nH]c2cc1OC | 11 | -1 |
| Cc1cccc(N/N=C/c2ccc(O)c(O)c2O)c1 | 10 | -11 |
| O=C1CSC(c2cccc(F)c2)N1c1ccc(O)cc1 (configuration not stated) | -7 | 0 |

(next part)
SMILES	tim23-1 inh	APJ agonist	APJ antag	XBP1 UPR activ	Jurkat NFkB inh	Mdm2 MdmX PPI	697 NFkB inh	CHOP UPR activ
O=C(O)C1CC=CCC1C(=O)NCc1ccc(Cl)c(Cl)c1 (configuration not stated)	16	-4	-15	-2	-9	-3	-4	0.2
O=C(Cn1cnc2c(oc3ccccc32)c1=O)N1CCCC1	18	-4	-7	-1	-9	6	-15	1.3
CCn1c2ccccc2c2nnc(SCc3ccccc3)nc21	36	-4	3	11	-7	5	-4	-2.7
O=C1CCCC(O)=C1C1C2=C(CCCC2=O)OC2=C1C(=O)CCC2	9	2	-15	-5	-2	-1	5	-0.2
CC(C)(C)CC(=O)Nc1nnc(C(F)(F)F)s1	5	-2	2	1	-96	3	-116	-0.7
COc1ccc(CNC(=O)C(C)OC(=O)c2cccn2C)cc1 (configuration not stated)	11	4	-3	-1	1	-1	22	0.7

5 entries out of the list above, ordered by the number in APJ antag, descending:
| SMILES | APJ antag |
| --- | --- |
| CCn1c2ccccc2c2nnc(SCc3ccccc3)nc21 | 3 |
| CC(C)(C)CC(=O)Nc1nnc(C(F)(F)F)s1 | 2 |
| COc1ccc(CNC(=O)C(C)OC(=O)c2cccn2C)cc1 (configuration not stated) | -3 |
| O=C(Cn1cnc2c(oc3ccccc32)c1=O)N1CCCC1 | -7 |
| O=C(O)C1CC=CCC1C(=O)NCc1ccc(Cl)c(Cl)c1 (configuration not stated) | -15 |
